All columns: NCI-60 one-dose screen, growth in % after 48 h at 10 µM unless noted; 100 = growth as untreated, 0 = no growth, -100 = all killed.
A498: A498 renal cancer cells; 76,000 compounds, 5.4% hits
UO-31: UO-31 renal cancer | 81,000 compounds, 5.2% hits | AID 1794768
786-0: 786-0 renal cancer cells; 81,000 compounds, 5.1% hits
PC-3: PC-3 prostate cancer cells. 80,000 compounds, 3.9% hits. AID 1794754
CAKI-1: CAKI-1 renal cancer; 75,000 compounds, 4.7% hits; AID 1794772
ACHN: ACHN renal cancer; 81,000 compounds, 4.9% hits
TK-10: TK-10 renal cancer cells. AID 1794769. 81,000 compounds, 3.9% hits
SN12C: SN12C renal cancer cells. 81,000 compounds, 3.8% hits. AID 1794767
RXF 393: RXF 393 renal cancer cells. 77,000 compounds, 6.9% hits
* marks the source's active call; other numbers are inactive results; x = no result given; & = joins results of further samples. The calls were made as follows: active = growth percent below 10; inactive = the rest.

Molecule	A498	UO-31	786-0	PC-3	CAKI-1	ACHN	TK-10	SN12C	RXF 393
NC1=NC(c2ccc(O)cc2)c2c(n[nH]c2N)N1 (configuration not stated)	100	78	112	76	72	87	107	106	124
COC1=C[C@@]23CCC(=O)N2CCc2cc4c(cc2[C@H]3[C@H]1OC(=O)C(C)(C)O)OCO4	108	88	96	92	96	103	98	97	x
COc1cccc(NC(=O)c2cccc(C3CCc4c(cc(OC)c(OC)c4OC)O3)c2)c1 (configuration not stated)	30	34	87	29	80	67	75	55	89
C=C(C)COC(=O)c1ccccc1	x	92	104	104	101	102	109	102	105
COc1cc(C(=O)NN=C(C)C)cc(OC)c1OC	109	94	105	96	87	103	114	116	133
Cc1nc(Cl)c(C)c(=O)[nH]1	91	104	108	97	x	x	101	107	108
O=c1c2cc(F)ccc2sc2c(NCCCO)nc3ccccc3c12	56	46	82	76	49	69	81	83	85
Cc1n[nH]c(C)c1N=Nc1cccc2c1C(=O)c1ccccc1C2=O	55	66	101	91	74	80	98	92	88
COc1ccc2c(c1)c(/C=C/C(=O)O)c(Cl)n2Cc1ccc(Cl)cc1	69	67	106	96	62	88	114	88	88
O=C(Nc1nc2ccc(Cl)cc2s1)c1ccc(Cl)cc1Cl	94	101	96	97	80	110	88	114	112
CCCCOC(=O)c1ccc(Cl)c(Cl)c1	111	76	99	98	97	112	94	108	107
C=C(C)[C@@H]1CC[C@]2(C(=O)NCC(=O)N[C@@H](CO)C(C)C)CC[C@]3(C)[C@H](CC[C@@H]4[C@@]5(C)CCCNC(C)(C)[C@@H]5CC[C@]43C)[C@@H]12	53	89	100	85	89	100	102	92	112
CCN(CCO)c1ccccc1	119	73	96	91	93	94	97	92	93
O=C(O)c1ccc(CNC(=O)c2nc(-c3ccccc3)n(-c3ccc(Cl)cc3)n2)cc1	94	81	100	91	97	101	88	97	100
O=[N+]([O-])c1ccc(-c2nc3ccc(-c4n[nH]c(=S)o4)cc3[nH]2)cc1	52	91	97	103	94	102	114	103	99
Cc1c(N2CCN(C)[C@@H](C)C2)ccc2c3c(c(=O)oc12)CN(C(=O)c1ccc(NS(C)(=O)=O)c(OC(F)(F)F)c1)CC3	65	59	47	62	59	34	70	54	112
CN(C)CCOc1ccc(Nc2cc(NCc3ccco3)ncn2)cc1	67	84	105	91	93	106	100	91	98
CCCC(CCC)(C(N)=O)C(=O)O	104	92	113	121	95	103	115	102	124
COCC(COC)c1nc2sc3cc(Cl)c(Cl)cc3n2c(=N)c1C#N	121	86	108	106	102	96	158	99	108
S=C(c1ccc2c(c1)OCO2)N1CCN(c2ccccc2)CC1	100	84	98	86	63	89	93	92	90
COc1ccc(-c2onc(N)c2-c2cc(OC)c3c(c2)OCO3)cc1	12	55	47	61	34	44	x	26	25
O=C(Nc1ccc(Cl)c(Cl)c1)Nc1nnc2ccc(N3CCOCC3)nn12	78	81	86	74	x	82	99	90	95
CCN(CC)c1ccc(/C=N/NC(=O)c2ccc(S(N)(=O)=O)cc2)c(O)c1	24	7.5*	4.1*	35	22	15	37	28	-4.1*
c1ccc2c(c1)nc1n2CCC1	106	96	100	95	106	115	136	101	104
COC1OC(CO)C(N(C)C(C)=O)C1O (configuration not stated)	47	96	100	89	98	104	91	100	111
COc1cc(N)c2ncccc2c1OC	85	76	107	97	92	107	100	104	102
COc1cc(OC)cc(-c2n/c(=C\c3c(O)[nH]c4ccc(OC)cc34)cc3c2=Nc2ccccc2-3)c1	91	71	76	95	91	114	125	107	80
CC(C)C(=O)OC(c1cc2c(cc1Br)OCO2)C(C)Br (configuration not stated)	91	88	100	97	94	102	107	108	109
COc1ccc(-c2cc(=O)oc3cc(O)ccc23)cc1	96	85	100	84	98	83	115	84	99
O=S(=O)(c1ccc(Br)cc1)c1nc(-c2ccccc2)oc1NCCCn1ccnc1	45	50	67	56	55	94	81	81	60

Seven entries drawn at random from those above:
Molecule	A498	UO-31	786-0	PC-3	CAKI-1	ACHN	TK-10	SN12C	RXF 393
COc1cc(OC)cc(-c2n/c(=C\c3c(O)[nH]c4ccc(OC)cc34)cc3c2=Nc2ccccc2-3)c1	91	71	76	95	91	114	125	107	80
Cc1n[nH]c(C)c1N=Nc1cccc2c1C(=O)c1ccccc1C2=O	55	66	101	91	74	80	98	92	88
COC1=C[C@@]23CCC(=O)N2CCc2cc4c(cc2[C@H]3[C@H]1OC(=O)C(C)(C)O)OCO4	108	88	96	92	96	103	98	97	x
Cc1nc(Cl)c(C)c(=O)[nH]1	91	104	108	97	x	x	101	107	108
CN(C)CCOc1ccc(Nc2cc(NCc3ccco3)ncn2)cc1	67	84	105	91	93	106	100	91	98
O=C(Nc1ccc(Cl)c(Cl)c1)Nc1nnc2ccc(N3CCOCC3)nn12	78	81	86	74	x	82	99	90	95
CC(C)C(=O)OC(c1cc2c(cc1Br)OCO2)C(C)Br (configuration not stated)	91	88	100	97	94	102	107	108	109

Continuation.
Molecule	A498	UO-31	786-0	PC-3	CAKI-1	ACHN	TK-10	SN12C	RXF 393
O=C(Cn1cc(CN2C(=O)c3ccc([N+](=O)[O-])cc3C2=O)nn1)Nc1ccc(F)cc1	79	94	102	94	92	105	107	99	x
O=C(O)/C=C/C(=O)Nc1cc(Cl)ccc1Cl	112	61	105	89	88	99	120	95	94
COc1ccccc1C(=O)CSc1nc(Nc2ccc(S(N)(=O)=O)cc2)c2ccccc2n1	100	91	91	93	91	92	116	81	97
O=C1CCC(=O)N1N1C(=O)CCC1=O	96&118	92&87	98&104	101&106	93&102	105&115	94&108	103&93	119
N#Cc1c(Nc2ccccc2)nn2c(-c3cccs3)ccnc12	54	88	95	100	95	97	x	95	92
O=C1Cc2cc(-c3nnc(Nc4nc5ccccc5s4)s3)ccc2N1	105	92	98	89	x	79	x	104	105
Cc1nc2sccn2c1-c1nc2sccn2c1C=O	79	90	96	111	90	105	106	94	104
Cc1ccc(Nc2nc(N)nc(Nc3ccc4ccccc4c3)n2)cc1	18	46	47	33	30	47	69	40	27
CCCCC(CC)COC(=O)CSC1=C(C)C(=O)C(OC)=C(OC)C1=O (configuration not stated)	95	93	105	94	x	99	122	98	x
O=C(O)c1ccccc1SSc1ccccc1C(=O)O	104&94&100	77&86&80	95&102&104	88&90&87	105&96&97	97&95&100	102	100&101&99	106&101
COC(=O)CCCCCn1c2ccccc2c2c3c(c4c5ccccc5[nH]c4c21)C(=O)N(O)C3=O	62	12	77	34	-17*	-19*	74	38	65
CCOC(=O)C1=C(C)NC(SCc2nnc(-c3ccc(Cl)cc3)o2)=NC1c1ccccc1 (configuration not stated)	106	80	69	58	78	101	69	85	94
O=C(Cn1nncc1CN1C(=O)CSC1=O)Nc1ccc(Br)cc1	109	84	100	98	89	92	99	99	109
C[C@H]1[C@H](C)CC[C@]2(COC(=O)CCC(=O)NCC#CCN3CCNCC3)CC[C@]3(C)C(=CC[C@@H]4[C@@]5(C)CCCNC(C)(C)[C@@H]5CC[C@]43C)[C@H]12	111	43	55	18	49	59	71	65	50
Oc1c(-c2nnc(-c3ccc(Cl)cc3)o2)sc2nnc(-c3ccccc3)c(-c3ccccc3)c12	x	x	75	x	35	77	99	77	84
CC1=C(C)C(=O)C(N2CCC(Cc3ccccc3)CC2)=CC1=O	117	70	92	69	70	87	113	93	94
COc1cc2nc(SCCC(=O)Nc3cc(OC)c(OC)c(OC)c3)n(-c3ccccc3)c(=O)c2cc1OC	104	76	100	82	88	92	104	96	100
CC1=C(C)C(=O)C(Nc2cccc(C(=O)OC(C)(C)C)c2)=CC1=O	67	66	90	77	72	86	125	61	73
Cc1ccc2c(n1)C(=O)C(Cl)=C(Nc1ccc(C(F)(F)F)cc1)C2=O	79	-85*	34	72	44	-98*	85	92	-16*
N#C/C(=C\c1ccc(Cl)o1)c1cc2ccccc2[nH]1	92	67	x	85	77	96	145	86	103
CCCCCCCC(=O)NCc1ccc(O)c(OC)c1	94	68	x	88	90	97	108	83	103
O=C1c2ccccc2C(=O)N1/N=C/c1cc(Cl)cc(Cl)c1O	104	86	108	100	91	113	105	102	97
O=C1/C(=C\c2ccc(F)cc2)CN(C(=O)c2ccccc2)C/C1=C\c1ccc(F)cc1	52	39	34	22	21	24	80	14	27
CC(=O)C1=C(C)NC(SCc2nnc(-c3ccc(Cl)cc3)o2)=NC1c1ccc(Cl)cc1 (configuration not stated)	90	56	87	69	79	86	87	87	98
C=CCCCOC(C)=O	79	101	103	92	91	97	96	112	130
CCSC(=O)n1ncc2cc(Cl)ccc21	67	103	104	x	103	100	118	97	103
CC1(C)COC(c2ccc3c(c2)OCO3)OC1	99	95	104	95	103	96	102	95	124
COc1cccc(N(C(C)=O)c2nc(OC(C)=O)c(C)s2)c1	77	92	x	89	91	95	112	94	102
O=C(Oc1ccc(Cl)cc1Cl)c1ccccc1	71	93	x	97	97	109	135	92	104
N#Cc1c(-c2cccc(Cl)c2)cc(-c2ccncc2)[nH]c1=O	115	84	104	100	97	95	119	95	104

One compound at a time, as listed above:
Cc1nc(Cl)c(C)c(=O)[nH]1 in the list: A498 = 91; UO-31 = 104; 786-0 = 108; PC-3 = 97; CAKI-1 = x; ACHN = x; TK-10 = 101; SN12C = 107; RXF 393 = 108
CCCCC(CC)COC(=O)CSC1=C(C)C(=O)C(OC)=C(OC)C1=O (configuration not stated) in the list: A498 = 95; UO-31 = 93; 786-0 = 105; PC-3 = 94; CAKI-1 = x; ACHN = 99; TK-10 = 122; SN12C = 98; RXF 393 = x

(listing goes on)
Molecule	A498	UO-31	786-0	PC-3	CAKI-1	ACHN	TK-10	SN12C	RXF 393
O=C(CNc1ncnc2sc3c(c12)CCCC3)NNC(=S)Nc1ccccc1	53	85	99	96	99	104	116	96	109
NNc1ccc([N+](=O)[O-])c2[nH][nH]c(=O)c12	106	89	99	93	93	97	112	99	106
C#CC1(O)CCC2C3CCC4=Cc5oncc5CC4(C)C3CCC21C (configuration not stated)	83	72	98	61	83	84	100	88	85
S=C1Nc2ccccc2CS1	97	79&85	99&114	88&97	93&89	104&111	106&101	102&103	111&114
COc1cc(-c2[nH]ncc2Nc2ccc(Cl)cc2)cc(OC)c1OC	69	43	64	60	-15*	79	68	90	89
Oc1c(-c2cc(C(F)(F)F)[nH]n2)cc(Cl)c(OCc2ccc(Cl)cc2)c1-c1ccc(Cl)c(C(F)(F)F)c1	-51*	-28*	-21*	4.7*	-16*	0.9*	7.2*	5.5*	-25*
O=C(O)c1cn(C2CC2)c2cc(N3CCN(C(=O)N/N=C/c4ccc(Br)cc4)CC3)c(F)cc2c1=O	82	65	72	84	83	89	92	88	72
CCOC(=O)CCS(=O)(=O)Cc1ccccc1	92	84	106	x	108	101	106	99	123
CCOC(=O)Nc1cc(OC)cc2ccc(C)nc12	88	94	106	98	110	101	105	97	111
CCOC1=CC(=O)OC(c2ccccc2)C1 (configuration not stated)	116	90	99	97	103	97	121	106	116
COc1cccc(C(c2cc3c(cc2O)OCO3)N2CCOCC2)c1OC (configuration not stated)	75	89	101	96	95	103	101	98	103
CN(Cc1ccc([N+](=O)[O-])cc1)c1ccccc1	115	47	87	90	83	102	98	87	106
O=C(O)CCC(CC(=O)O)C(=O)O (configuration not stated)	97	91	96	92	105	103	106	101	191
COc1cccc(C2=NN3C(C2)c2ccccc2OC3c2ccc(/C=C3\SC(=O)NC3=O)cc2)c1 (configuration not stated)	89	73	96	x	96	99	102	101	105
CC1=C(C(=O)/C=C/c2ccc(Br)cc2)C(c2ccccc2)NC(=S)N1 (configuration not stated)	x	78	99	101	88	101	127	98	111
CC(=O)C(C)c1ccccc1 (configuration not stated)	102	69	93	100	107	102	112	99	110
CC(=O)OC1C(OC(C)=O)C(OC(C)=O)C(OC(C)=O)C(OC(C)=O)C1OC(C)=O (configuration not stated)	89	89	101	100	100	110	93	103	107
COc1ccc(-c2nnc(N)s2)cc1OC	100	88	99	98	122	97	96	96	103
C=C1CCC2C3(C)COC(c4ccccc4)OC3CCC2(C)C1CC(NCc1ccccc1)C1=CCOC1=O (configuration not stated)	77	57	79	32	58	86	76	79	78
COc1cc(/C=N/NC(=O)Cn2nnc3ccccc32)ccc1O	101	79	104	91	87	93	105	77	111
COc1ccc(/C=C2\CCCC3=C2N=C2SC(C)=NN2C3c2ccc(OC)c(OC)c2)cc1OC (configuration not stated)	52	36	53	40	26	21	26	27	40
CCCCOC(=O)c1c(C)[nH]c(/C=C2\N=C(c3ccc[nH]3)C=C2OC)c1C	-13*	-72*	-33*	14	-29*	-40*	9.1*	8.8*	-13*
CCOC(=O)Oc1c(Cl)c(Cl)c(Cl)c(Cl)c1Cl	94	90	98	100	x	108	100	100	104
COc1cc(/C=C2\Oc3cc(O)ccc3C2=O)cc(OC)c1OC	141	72	97	99	75	94	106	87	95
CCCCCC(C)(C)O	117	95	91	98	94	102	94	91	110
CC(C)CC(NC(=O)C(CCCN=C(N)N)NC(=O)OCc1ccccc1)C(=O)NC(CNC(=O)/C=C/c1ccccc1)C(C)C (configuration not stated)	103	93	101	89	90	92	107	100	107
COc1ccc(NC(=O)c2c(C)[nH]c(-c3nc4ccccc4[nH]3)c2C)cc1	x	81	102	103	104	100	115	97	96
CC(=O)OCCn1c([N+](=O)[O-])cnc1/C=[N+](\[O-])C1CCCCC1	x	93	113	92	88	101	94	104	104
CC1(C)OCC2OC3(C(=O)O)OC(C)(C)OC3C2O1 (configuration not stated)	94	94	103	106	103	103	102	106	x
c1nc(SC2CCCC2)c2[nH]cnc2n1	104	93	113	87	91	97	113	91	x
O=C(O)C1CSC(c2ccccc2)N1 (configuration not stated)	81	92	112	93	105	94	96	93	106
